# Screening results from PubChem.
# Giardia killer – kills Giardia lamblia; Giardia lamblia trophozoite viability; activity change, % at 7.66 µM, hits read low; actives 0.15% (n = 340,000); in the data active means activity change below about -80%; inconclusive means between about -30% and that limit;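 further: parasites exposed to compound for two days anaerobically before the ATP read; on the % scale 0 is the no-effect control and ±100 the full control effect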
#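 Compounds were tested on trophozoites seeded at 100 cells/well and held 48 hrs at 37 deg C anaerobically. An ATP-based luminescent kit measured the remaining live cells.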
# uPA generation – blocks generation of uPA at the cell surface. cell surface uPA generation assay, qHTS. Potency, µM (highest dose often 38.3 µM), inactives show top-dose activity change, negative = inhibition, actives largely listed as inhibitors. actives 0.31% (n = 330,000). AID 540303; active means well fitted inhibition curve with a large enough effect; inconclusive means small, poorly fitted or top-dose-only effect; inactive means no such curve, though single readings can be large or run the other way; tested in mouse RAW 264.7 cells; further: potency means the concentration at half of the fitted maximal effect; on the % scale 0 is the no-effect control and ±100 the full control effect; nearly all actives have a fitted effect of over 55% in size
# RORg inh – inhibitors of mouse ROR gamma transcriptional activity; Potency, µM (doses to about 53.6 µM), for the others: at the top dose activity change, negative = inhibition, hits mostly inhibitors; actives 5.4% (n = 310,000); P51450; Drosophila S2 Gal4-RORgamma UAS-luciferase reporter, 20 h; further: potency means the concentration at half of the fitted maximal effect; on the % scale 0 is the no-effect control and ±100 the full control effect; nearly all actives have a fitted effect of over 60% in size
#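 A Gal4/UAS one-hybrid system in insect cells: metallothionein-promoter Gal4–ROR gamma fusion plus Photinus luciferase reporter. Copper sulfate 700 uM final, 20 hr ambient incubation, luminescent detection after 10 min with reagent.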
# NPC1 prom act – activators of NPC1 promoter; Huh7 NPC1 promoter luciferase reporter, 24 h; Potency, µM (series often up to 9.22 µM), for inactives: top-dose activation, hits mostly activators; actives 2.4% (n = 320,000);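 further: potency means the concentration at half of the fitted maximal effect; % of control where 0% means no effect; nearly all actives have a fitted effect of over 60% in size; reporter is driven by a mutant NPC1 promoter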
#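 Cells: Huh7 expressing luciferase under the NPC1 promoter, 1500/well. Seeded 2 h, compound added, incubated 24 h at 37 °C. Luciferase reagent, 10 min ambient, then luminescence.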
# ELG1 genotox – genotoxicity induction in ELG1-luciferase HEK293T cells. Potency, µM (top dose mostly 46 µM), without a hit: top-dose activity change, positive = activation, hits mostly activators. actives 1.3% (n = 330,000). HEK293T ELG1-luciferase reporter, luminescence, 16 h. AID 504466; further: potency means the concentration at half of the fitted maximal effect; % of control where 0% means no effect; nearly all actives have a fitted effect of over 60% in size
#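 HEK293T cells expressing luciferase-tagged ELG1 were treated with compound or DMSO for 16 hr at 37°C. Luciferase activity was then read after 30 min with ONE-Glo at room temperature; rising signal flags genetic stress.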
# KCNH2 3.1 block – inhibitors of human KCNH2 3.1 potassium channel isoform; actives 0.95% (n = 340,000); U2OS KCNH2 3.1, thallium flux FluxOr; active compounds read low; activity change, % (tested at about 1.8 µM);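 active means maximum activity change below -70%; inconclusive means maximum activity change from -70% to -50%; inactive means maximum activity change above -50%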;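 further: thallium influx rate constant from kinetic fluorescence after stimulation buffer; on the % scale 0 is the no-effect control and ±100 the full control effect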
#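 Channel expression came from 3.1 mutant virus (1.77 x 10^8 /mL) applied to suspended U2OS cells for 4 h. Flux was tracked with FluxOr dye plus Red40 quencher, and kinetic rate constants normalized to controls.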
# Rab9 promoter act – activates the Rab9 promoter; Potency, µM (titrated, usually from 9.22 µM), for inactives: at the highest dose activation, negative = inhibition, usual class: activators; Huh7 Rab9 promoter-luciferase reporter, luminescence, 24 h; actives 2.8% (n = 320,000); AID 485297; further: potency means the concentration at half of the fitted maximal effect; % of control where 0% means no effect; nearly all actives have a fitted effect of over 60% in size
#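 Luminescence from Amplite-detected luciferase (10 minutes, ambient) reports Rab9 promoter activation. Before that, stable Rab9-luciferase Huh7 cells (1500/well, reduced-serum OP-MEM I plus 10% FBS) were exposed to compound for 24 hours at 37C.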
# Tb PFK block – inhibitors of T. brucei phosphofructokinase; T. brucei PFK, ADP-Glo luminescence; Potency, µM (doses to about 57.5 µM), for the others: at the highest dose activity, negative = inhibition, hits mostly inhibitors; actives 0.17% (n = 330,000);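 further: potency means the concentration at half of the fitted maximal effect; 0% = uninhibited 1x PFK enzyme wells and -100% = no-enzyme wells; nearly all actives have a fitted effect of over 60% in size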
# Target sequence (O15648 whole entry, looked up): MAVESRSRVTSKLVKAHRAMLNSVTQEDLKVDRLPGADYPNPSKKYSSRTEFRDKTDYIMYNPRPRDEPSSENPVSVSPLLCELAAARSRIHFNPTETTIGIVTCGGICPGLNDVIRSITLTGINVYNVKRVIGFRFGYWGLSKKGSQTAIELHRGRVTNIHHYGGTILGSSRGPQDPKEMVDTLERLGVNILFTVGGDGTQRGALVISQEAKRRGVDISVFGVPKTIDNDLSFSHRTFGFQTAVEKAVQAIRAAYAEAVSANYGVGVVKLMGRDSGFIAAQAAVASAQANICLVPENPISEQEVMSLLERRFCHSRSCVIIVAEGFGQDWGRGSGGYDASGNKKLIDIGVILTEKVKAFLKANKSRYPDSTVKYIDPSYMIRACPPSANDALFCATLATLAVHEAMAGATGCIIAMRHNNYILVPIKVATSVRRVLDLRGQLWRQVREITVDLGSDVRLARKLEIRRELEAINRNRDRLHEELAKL
#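 Luminescent ADP detection (ADP-Glo, two-step: ATP depletion then ADP-to-ATP conversion for luciferase) reported PFK activity after 45 min room-temperature reaction of 1.25 nM enzyme with 0.5 mM F6P and 0.1 mM ATP at pH 8.0.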
# FLuc counter – firefly luciferase modulation, counter-screen for miR-21 project. Potency, µM (top dose mostly 57.5 µM), for the others: top-dose activity change, negative = inhibition, hits mostly inhibitors. AID 588342. actives 6.9% (n = 360,000). P08659. purified FLuc, Km substrates, luminescence inhibition;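 further: potency means the concentration at half of the fitted maximal effect; plate controls were vehicle for no effect and reference inhibitor for full effect; nearly all actives have a fitted effect of over 55% in size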
# Target sequence (P08659 whole entry, looked up): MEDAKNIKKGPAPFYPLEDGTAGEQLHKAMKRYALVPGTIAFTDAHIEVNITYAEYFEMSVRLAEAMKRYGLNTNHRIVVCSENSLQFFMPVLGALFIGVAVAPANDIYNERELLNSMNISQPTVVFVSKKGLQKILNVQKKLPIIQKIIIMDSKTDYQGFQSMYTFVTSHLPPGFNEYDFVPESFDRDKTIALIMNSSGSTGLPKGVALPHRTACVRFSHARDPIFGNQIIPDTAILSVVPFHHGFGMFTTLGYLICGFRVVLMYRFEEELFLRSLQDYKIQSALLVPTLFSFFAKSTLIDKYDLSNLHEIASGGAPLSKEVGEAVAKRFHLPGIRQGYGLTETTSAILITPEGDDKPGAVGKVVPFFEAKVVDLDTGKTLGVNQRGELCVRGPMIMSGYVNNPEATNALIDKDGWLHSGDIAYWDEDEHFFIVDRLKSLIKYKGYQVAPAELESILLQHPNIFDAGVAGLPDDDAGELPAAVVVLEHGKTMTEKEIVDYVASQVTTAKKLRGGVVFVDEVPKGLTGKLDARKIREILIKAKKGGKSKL
#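 Biochemical qHTS of compounds, final roughly 60 µM downward over six points, against 10 nM purified firefly luciferase using Km concentrations of substrates (10 uM D-luciferin, 10 uM ATP) in Tris acetate pH 7.5 buffer; luminescence output.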
# FBPA coupling cs – counter-screen for Giardia aldolase inhibitors: coupling enzyme system; coupling enzyme system counterscreen, AmpLite Red fluorescence; activity change, negative = inhibition, % at 58.2 µM, hits read low; actives 0.67% (n = 290,000); AID 2472; in the data active means activity change below about -30%; further: on the % scale 0 is the no-effect control and ±100 the full control effect
#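 Counterscreen of the coupled detection system alone, without aldolase: glyceraldehyde-3-phosphate coupling enzymes plus AmpLite Red readout. Compounds at 57.5 uM final, 10 min RT preincubation, 20 min RT reaction, fluorescence 525/598 nm.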
# VP16 counter – Gal4-VP16 reporter inhibition counter-screen | Drosophila S2 Gal4-VP16 UAS-luciferase, luminescence, 20 h | Potency, µM (doses to about 53.6 µM), for the others: at the top dose activity, negative = inhibition, usual class: inhibitors | actives 3.5% (n = 310,000) | AID 2546;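 further: Gal4-VP16 expression switched on by copper sulfate through the metallothionein promoter; potency means the concentration at half of the fitted maximal effect; on the % scale 0 is the no-effect control and ±100 the full control effect; nearly all actives have a fitted effect of over 50% in size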
# * hit, by the source's call; ? = inconclusive; . = no result given; & = joins results of further samples; [ ] = dose if it differs, or a comment. Unless noted, the call rests on the fitted dose curve; in most records, active means well fitted curve in the direction sought with a large enough effect; inconclusive means small, poorly fitted or top-dose-only effect, or another doubt; inactive means no such curve, though single readings can be large; an effect the other way counts as inactive or inconclusive.
SMILES,Giardia killer,uPA generation,RORg inh,NPC1 prom act,ELG1 genotox,KCNH2 3.1 block,Rab9 promoter act,Tb PFK block,FLuc counter,FBPA coupling cs,VP16 counter
NC(N)=Nc1ccc(N=C(N)N)cc1,10,-9%,13%,-5%,-2%,-6,-6%,5%,2%,0,2%
CC1CCCN(C(=O)CSc2nnc(-c3cccs3)o2)C1 (stereo unspecified),10,-2%,-12%,2.5µM*,?,4,3.5µM*,-7%,21µM*,4,5%
COc1ccc(N2CCN(C(=O)CCC(=O)NNc3nc4ccccc4c4nc(C)nn34)CC2)cc1,1,3%,-10%,-3%,-1%,3,1%,2%,0%&-12%,-2,-15%
CCOC(=O)N1CCN(C(=O)Cn2nc(-c3ccc(Cl)cc3)ccc2=O)CC1,-20,-3%,27%,0%,-3%,-5,-3%,7%,-3%,1,-5%
Cc1ccc(NC(=S)N2CCC(c3nc4ccccc4s3)CC2)cc1,0,-16%,?,7%,-7%,-3,1%,-2%,0%,3,-13%
CCC1CCc2c(sc(NC(=O)c3ccoc3C)c2C(N)=O)C1 (stereo unspecified),4,1%,44%,-3%,?,-7,21%,14%,6.7µM*,1,14%
Cc1c(NC(=O)Cc2ccccc2)cccc1C(=O)NN1C(=O)c2ccccc2C1=O,-9,4%,?,-1%,1%,29,0%,5%,5%,0,-5%
Cc1cc(N2CCN(S(=O)(=O)c3ccc4ccccc4c3)CC2)n2ncnc2n1,2,-5%,29%,-3%,1%,-10,-1%,-4%,1%,1,-5%
Oc1cccc(Nc2nc(-c3ccccc3)nc3ccccc23)c1,-24,1%,-36%,-7%,-8%,-2,-1%,-2%,?,0,-15%
Cc1nc2ccc([N+](=O)[O-])cc2c(=O)n1Cc1cccc(Br)c1,10,4%,22%,-2%,-6%,14,-1%,1%,3%,12,9%
Cc1cccc(C(=O)OCC(=O)NCc2ccc3c(c2)OCO3)c1C,-10,21%,.,.,0%,10,.,-4%,.,.,.
CC(C)=CCN1CCN(Cc2ccc(C#CC(C)(C)O)s2)CC1CCO (stereo unspecified),2,-3%,-22%,-4%,-6%,-18,-15%,2%,-2%,4,-1%
O=C(N/C(=C\c1ccco1)C(=O)N1CCCC(CO)C1)c1ccccc1 (stereo unspecified),0,2%,-25%,0%,3%,-23,1%,-5%,1%,0,-16%
CC(=O)C1=C(C)NC(SCC(=O)c2ccccc2)=C(C#N)C1CC(C)C (stereo unspecified),21,11%,11µM*,0%,-4%,7,3%,1%,-18%,-4,?
O=C(O)c1ccccc1C(=O)N1CCc2c([nH]c3ccccc23)C1C(F)(F)F (stereo unspecified),-20,0%,-2%,-5%,-3%,5,-3%,1%,3%,7,-1%
O=C(Nc1ccncc1)c1ccc(F)cc1,-3,13%,?,1%,2%,0,0%,5%,4%,2,?
Cc1ccc(CNC(=O)c2oc3ccc(S(=O)(=O)N4CCC5(CC4)OCCO5)cc3c2C)cc1,9,-9%,37%,-2%,-36%[inhibitor],0,-11%,0%,4%,-2,3%[0.365 µM]
CC(NC(=O)Nc1ccc(F)cc1F)c1ccncc1 (stereo unspecified),-7,-2%,21%,2%,2%,-21,3%,-5%,-2%[2.3 µM],0,0%
CCNC(=O)C1CN(S(=O)(=O)c2ccccc2)CCN1S(=O)(=O)c1ccccc1 (stereo unspecified),0,6%,0%,1%,5%,6,0%,-4%,0%,0,2%
CC1(C)Cc2nc(NCCN3CCOCC3)c(C#N)cc2CO1,1,-3%,-12%[10 µM],2%,1%,-12,-8%,-4%,-1%,3,-8%
CC(=O)Nc1cccc(C(=O)OCC(=O)c2ccc(S(=O)(=O)N3CCCCC3)cc2)c1,-10,-6%,.,-1%,-1%,1,-3%,-6%,0%,.,.
Cc1cccc(-c2cc3nc4c(c(N5CCOCC5)n3n2)CCCC4)c1,-28,-9%,4%[0.365 µM],?,?,7,?,5%,2.4µM*,4,.
CCc1c(C)sc(NC(=O)c2cc(-c3ccc(O)cc3)on2)c1C#N,42[activator],?,22%,0%,0%,0,2%,2%,0%,1,-13%
Cn1c(CC(=O)Nc2ccccc2F)nnc1SCC(=O)NC1CCCCC1,-9,5%,-4%,0%,0%,7,1%,-5%,0%,0,5%
O=C(NNC(=O)c1sccc1-n1cccc1)c1ccccc1,-7,-5%,3%,-3%,-1%,1,-4%,-6%,9%,1,3%
Cc1cccc(NC(=S)N(CCCN2CCOCC2)Cc2ccccn2)c1,-3,-3%,-34%,2%,0%,10,-3%,-3%,1%,2,-2%
Cc1ccc(NC(=O)c2ccc(CSc3nnc(-c4ccncc4)n3C)cc2)c(C)c1,22,-4%,25%,-3%,-1%,2,0%,0%,?,-2,-5%
S=C(NCC1CCCO1)N1CCN(c2nc(-c3ccccc3)cs2)CC1 (stereo unspecified),-23,3%,40%,-3%,-10%,-10,-26%,-6%,?,0,-1%
COc1cc(NC(=S)N2CCCC(CO)C2)cc(OC)c1 (stereo unspecified),5,-5%,9%,-2%,3%,-49,13%,-6%,?,2,-15%
CC(C(=O)Nc1ccccc1)N(C)CCOc1ccccc1 (stereo unspecified),2,0%,1%,-2%,-1%,-10,0%,0%,3%,3,-12%
N=c1ccn(Cc2cccc(F)c2)cc1,26,-15%,?,-33%[inhibitor],-8%,20,-41%[inhibitor],-12%,-1%,3,10µM*
Cc1ccc(/C=C(\C#N)C(=O)Nc2ccccn2)o1,-11,-9%,-27%,?,5.2µM*,-1,2.5µM*,0%,8.5µM*,1,-12%[10 µM]
CCOc1ncccc1C(=O)OCC(=O)Nc1ccc(C)c(S(=O)(=O)N2CCOCC2)c1,-4,-1%,?,-5%,2%,-10,-1%,6%,2%,5,-10%
CCOC(=O)CSc1nnc(Cn2nnc3ccccc32)n1-c1ccc(F)cc1,-5,2%,6%,-2%,-2%,-9,-6%,-2%,1%,6,1%
CC(=O)NC1(C(F)(F)F)NC(=O)N(CC(C)C)C1=O (stereo unspecified),20,-2%,8%,-3%,0%,-13,-2%,-6%,-1%,6,-10%
Nc1ccccc1-c1nnc(SCC(=O)Nc2ccccc2OC(F)F)[nH]c1=O,18,12%,.,.,3%,-5,.,2%,.,.,.
Cc1ccc(S(=O)(=O)NCCC(=O)NCc2ccccn2)cc1,-11,6%,.,5%,2%,12,2%,3%,0%,.,.
Cc1cc(SCC(=O)NCC(c2cccs2)N2CCOCC2)c(C)cc1Br (stereo unspecified),5,6%,.,-3%,2%,10,-3%,4%,-1%,.,.
COC(=O)c1[nH]c(C)c(/C(O)=C2\C(=O)C(=O)N(CCN(C)C)C2c2ccccc2OC)c1C (stereo unspecified),19,-7%,-18%,-3%,0%,-3,-3%,-5%,0%,1,-2%
CCN(C[C@H]1N[C@@](C)(C(=O)OC)[C@H]2C(=O)N(Cc3ccccc3)C(=O)[C@@H]12)C(=O)c1ccccc1,19,6%,.,.,2%,-41,.,0%,.,.,.
O=C(Nc1cccnc1Cl)c1cccc(S(=O)(=O)N2CCOCC2)c1,-4,5%,.,1%,0%,-2,0%,1%,0%,0,.
COc1ccc(C2N(c3cc(Cl)ccc3OC)C(=O)C3CCCN32)cc1OC (stereo unspecified),-3,-7%,1%,-1%,9%,-1,-6%,0%,0%,4,8%
Cc1occc1C(=O)Nc1cccc(C(F)(F)F)c1,3,1%,22%,-9%,2%,0,-9%,-3%,-15%,0,13%
Cc1ccc(OCC(O)CN2CCOCC2)c(C)c1 (stereo unspecified),3,-1%,6%[1.91 µM],8%,-1%,-19,12%,0%,-9%,0,-11%
Cc1cc(C)c2cc(CN(CCO)C(=O)Nc3ccc(F)cc3)c(=O)[nH]c2c1,-11,8%,36%,0%,-3%,-6,-9%,?,4%,0,11%
COC(=O)COc1ccc(-n2cnnn2)cc1,3,-9%,2%,1%,4%,.,0%,-3%,-2%,2,-2%
CC(=O)c1ccc2c(c1)C1C=CCC1C(C(=O)O)N2 (stereo unspecified),19,0%,5%,2%,0%,-9,-14%,8.5µM*,?,3,-4%
N#Cc1nc(Cc2ccccc2)oc1N1CCCC1,4,1%,44%,19%,?,7,19%,-6%,?,-1,-8%
CCn1cc([N+](=O)[O-])c(C(=O)Nc2ccc(Br)cn2)n1,-14,.,21%,9%,-1%,4,-4%,-5%,1%,0,0%
CC(=O)c1ccc(NC(=O)C2CCCN(c3ncnc4c3nc3n4CCCCC3)C2)cc1 (stereo unspecified),-9,-2%,-7%,-2%,0%,-1,-4%,3%,3%,-2,?
CNC(=S)NNC(=O)Cc1ccc(OC)c(OC)c1,-27,-12%,-14%,-2%,0%,-1,-4%,-2%,3%,1,4%
